# Bioassay records as filed in PubChem BioAssay.
# RBX1-CUL1 inh: inhibitors of human ROC1-CUL1 ubiquitin ligase activity; AID 1347404; 140,000 tested, 0.6% active; in vitro K48 di-Ub FRET, acceptor:donor ratio, 45 min; P62877+Q13616; inhibition, % at 10 µM; in the data active = inhibition above about 25%
# Target sequence (P62877 whole entry, looked up): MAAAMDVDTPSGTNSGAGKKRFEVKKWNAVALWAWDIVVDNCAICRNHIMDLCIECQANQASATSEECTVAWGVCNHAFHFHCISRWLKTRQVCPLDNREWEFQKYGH
# Target sequence (Q13616 whole entry, looked up): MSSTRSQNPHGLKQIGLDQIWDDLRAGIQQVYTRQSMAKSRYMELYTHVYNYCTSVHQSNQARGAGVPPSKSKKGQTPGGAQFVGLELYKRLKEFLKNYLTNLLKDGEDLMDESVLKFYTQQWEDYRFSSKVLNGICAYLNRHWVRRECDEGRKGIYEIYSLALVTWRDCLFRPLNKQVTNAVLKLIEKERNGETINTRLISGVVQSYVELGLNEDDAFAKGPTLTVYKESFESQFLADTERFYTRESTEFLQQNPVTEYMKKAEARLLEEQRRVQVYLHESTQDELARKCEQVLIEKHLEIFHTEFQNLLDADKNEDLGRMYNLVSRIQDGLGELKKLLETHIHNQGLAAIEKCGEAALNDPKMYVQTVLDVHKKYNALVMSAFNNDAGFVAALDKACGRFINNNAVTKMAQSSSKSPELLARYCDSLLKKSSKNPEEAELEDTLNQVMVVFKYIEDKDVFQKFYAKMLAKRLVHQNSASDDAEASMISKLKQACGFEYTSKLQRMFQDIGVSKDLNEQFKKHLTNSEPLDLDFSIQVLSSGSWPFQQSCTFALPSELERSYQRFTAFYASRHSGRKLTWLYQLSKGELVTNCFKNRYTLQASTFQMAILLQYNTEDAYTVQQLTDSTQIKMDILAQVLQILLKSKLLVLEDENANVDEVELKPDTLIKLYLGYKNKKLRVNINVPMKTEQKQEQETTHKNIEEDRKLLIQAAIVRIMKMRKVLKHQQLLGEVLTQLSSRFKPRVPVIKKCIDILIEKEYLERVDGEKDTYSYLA
# The depositor's hits bear a star. This is a subset; the hit share may differ from the screen's.
RBX1-CUL1 inh | SMILES
12 | Cc1ccc(C)c(NC(=O)c2ccc(Cl)c(Cl)c2)c1
2 | Cc1ccccc1C(=O)Nc1ccc(-c2nnc(SC(C)C(=O)O)n2C)cc1 (stereo not given)
0 | Cc1ccc(CCNC(=O)c2cc3cc4cc(C)ccc4nc3s2)cc1
-14 | CCOc1ccc2oc(=O)cc(CN3CCN(c4ccc(Cl)cc4)CC3)c2c1
-4 | CCOC(=O)c1c(N2C(=N)C(C#N)C(c3ccccc3)C3=C2CCCC3=O)sc2c1CCCCC2 (stereo not given)
5 | O=C(/C=C/c1ccc(Cl)cc1Cl)Nc1nncs1
3 | Cc1nnc(SCc2ccccc2Cl)c2cc3occc3n12
-4 | Cc1ccccc1NC(=O)C1C2C=CC(C3CC23)C1C(=O)O (stereo not given)
-1 | CN(C)c1ccc(C(CNS(=O)(=O)c2ccc(F)cc2)N2CCOCC2)cc1 (stereo not given)
3 | O=C1NCCN1CCNCc1cn[nH]c1-c1ccc(-c2ccccc2)cc1
4 | Cc1ccc(OCC(=O)NCC(c2ccc(Cl)cc2)N2CCCCC2)cc1 (stereo not given)
6 | COC(=O)c1ccc(Oc2nc(SC)nc(N(C)C)n2)cc1
4 | CCOc1ccc(S(=O)(=O)Nc2cc3c(C(=O)OC)c(COC)oc3c3ccccc23)cc1
-4 | COc1ccc(OCc2nc3c4c(-c5ccc(OC)cc5)c(-c5ccc(OC)cc5)oc4ncn3n2)cc1
-10 | COc1ccccc1Nc1nn2c(=O)c3ccc(C(=O)NC4CCCCC4)cc3nc2s1
2 | CCCCC(CC)C(=O)Nc1nnc(C)s1 (stereo not given)
-6 | CCOC(=O)C1C(=O)/C(=C/c2cc(Cl)cc(Cl)c2OC)SC1=NC(=O)c1ccc(C)cc1 (stereo not given)
-7 | CSc1ncc(Cl)c(C(=O)NCc2ccc(C)cc2)n1
1 | O=C(NCCc1ccc(F)cc1)C(=O)NCC(c1cccs1)S(=O)(=O)c1cccs1 (stereo not given)
-4 | CSCCC(NS(=O)(=O)c1ccc2c(c1)oc(=O)n2C)C(=O)N1CCN(c2cc(Cl)ccc2C)CC1 (stereo not given)

# The list continues.
RBX1-CUL1 inh | SMILES
18 | CCCN(CCC)C(=O)Cn1c(=O)n(Cc2ccc(C(=O)NCCc3ccc(Cl)cc3)cc2)c(=O)c2ccccc21
-1 | Cc1ccc(CN2C(=O)S/C(=C\c3ccc(OCC(=O)Nc4ccccc4C)cc3)C2=O)cc1
-3 | CN(Cc1ccc(-c2nc3c(c(=O)[nH]2)CNCC3)cc1)Cc1ccco1
-5 | Cc1cccc(N2CCN(C(=O)c3cc(S(=O)(=O)N4CCC(C)CC4)cn3C)CC2)c1C
-4 | COc1ccc(-c2cc(C(F)(F)F)nc(SCC(=O)N(C)c3ccc(OC(F)(F)Cl)cc3)n2)cc1
-13 | COc1ccccc1Nc1c2c(nc3ccc(NC(=O)c4ccccc4F)cc13)CCCC2
-4 | COc1ccc(CCNc2ncnc3onc(-c4ccc(Cl)cc4)c23)c(OC)c1
2 | CCOC(=O)c1cc(-c2ccccc2)n(CCCC(=O)Nc2ccc(CC)cc2)c1C
1 | O=C(c1cccs1)C(C=Nc1cccc(Cl)c1)C(=O)C(F)(F)F (stereo not given)
10 | O=S(=O)(NCCCN1CCOCC1)c1ccc(Br)c2nsnc12
-5 | COc1ccc(C(=O)Nc2ccc3oc4ccc(NC(=O)c5ccc(OC)cc5)cc4c(=O)c3c2)cc1
7 | Cc1ccc(C)n1-c1nnc(N2CCCC(C(=O)NCc3cccc(Br)c3)C2)s1 (stereo not given)
8 | O=c1[nH]c2ccccc2n1CCCN1CCN(C2Cc3ccccc3Sc3ccccc32)CC1 (stereo not given)
-12 | Cc1ccc(-c2ccc(OC(=O)c3ccccc3F)cc2)cc1
-2 | CN(CC(=O)N1CCSCC1)S(=O)(=O)c1ccc(Br)cc1
-8 | O=C(N/N=C/c1cccc(C(F)(F)F)c1)c1cc2ccccc2o1
5 | CCOC(=O)c1cn(CC)c2cc(N3CCCCC3)c(F)cc2c1=O
-10 | CCOC(=O)C1C(c2cccc(F)c2)=NC(=S)NC1C (stereo not given)
-2 | CCOC(=O)C(O)(CC(=O)NNc1c(F)c(F)c(F)c(F)c1F)C(F)(F)F (stereo not given)
-5 | COc1cccc(-c2ccc3c(N)c(C(=O)Nc4ccccc4F)sc3n2)c1

# Reprinted from the part before: 5 entries, followed by the next part.
RBX1-CUL1 inh | SMILES
-8 | O=C(N/N=C/c1cccc(C(F)(F)F)c1)c1cc2ccccc2o1
5 | CCOC(=O)c1cn(CC)c2cc(N3CCCCC3)c(F)cc2c1=O
-10 | CCOC(=O)C1C(c2cccc(F)c2)=NC(=S)NC1C (stereo not given)
-2 | CCOC(=O)C(O)(CC(=O)NNc1c(F)c(F)c(F)c(F)c1F)C(F)(F)F (stereo not given)
-5 | COc1cccc(-c2ccc3c(N)c(C(=O)Nc4ccccc4F)sc3n2)c1
7 | Cc1cccc(NC(=O)c2c(C)oc3ncn(CC(C)C)c(=O)c23)n1
-5 | Cc1oc2ccc(O)c(CN3CCN(Cc4ccccc4)CC3)c2c1C(=O)Nc1ccccc1
-2 | COc1cc(CNC(=O)c2cnc(SC)nc2-c2ccccc2)cc(OC)c1OC
-5 | CCSc1nc(-c2cccc(Cl)c2)nc2c1Cc1c(CO)cnc(C)c1O2
-5 | CN(C)S(=O)(=O)c1ccc(C(=O)NCCSc2c(-c3ccccc3)[nH]c3ccccc23)cc1
2 | CCOC(=O)N1CCN(C(=O)COc2ccc(S(=O)(=O)NCc3ccccc3)cc2)CC1
-4 | Cc1ccccc1CS(=O)(=O)Nc1cccc(Cl)c1
0 | CC1CC(C)CN(C(=O)CN2C(=O)COc3ccccc32)C1 (stereo not given)
-7 | CCCCc1ccc(NS(=O)(=O)c2cc3c4c(c2)CC(=O)N4CCC3)cc1
5 | Cc1cc(C)c2c(c1)C(=O)CC(C)N2 (stereo not given)
3 | CCNC(=O)c1ccc(C)c(-n2c(C)nc3cccnc32)c1
-2 | Cc1ccc(C(=O)N(Cc2ccc(N(C)C)cc2)Cc2ccco2)cc1
6 | NC(=O)CN1C(=O)C2(SCC(=O)N2c2cccc(F)c2)c2ccccc21 (stereo not given)
-11 | CC(=O)NCCC1CCN(c2nc3nonc3nc2N2CCSCC2)CC1
11 | Nc1nc(N)c2c(Cl)cccc2n1
2 | CCc1ccc2oc(-c3ccc(C)c(NC(=O)Cc4ccccc4)c3)nc2c1
3 | COc1ccc(CC(=O)Nc2ccc(Cc3ccncc3)cc2)cc1
3 | COc1ccc(Nc2nc3ccccc3n3c(N)nnc23)cc1
2 | Cn1c(=O)c2[nH]c(CCCCc3nc4c([nH]3)c(=O)n(C)c(=O)n4C)nc2n(C)c1=O
0 | CC(=O)Nc1ccc(N2CCN(C(=O)c3cc4ccccc4o3)CC2)cc1

# Arranged by SMILES length (highest first): 3 of the compounds above
RBX1-CUL1 inh | SMILES
-3 | CN(Cc1ccc(-c2nc3c(c(=O)[nH]2)CNCC3)cc1)Cc1ccco1
5 | CCOC(=O)c1cn(CC)c2cc(N3CCCCC3)c(F)cc2c1=O
5 | Cc1cc(C)c2c(c1)C(=O)CC(C)N2 (stereo not given)

# (list continues)
RBX1-CUL1 inh | SMILES
-2 | COC(=O)c1ccccc1NC(=O)COc1ccc(S(=O)(=O)NCc2ccccc2)cc1
1 | Cc1ccccc1OCCCC(=O)Nc1ccc(N2CCOCC2)cc1
-3 | CCc1ccc(OCC(=O)NC(NC(=S)Nc2ccc(C(=O)OC)cc2)C(Cl)(Cl)Cl)cc1 (stereo not given)
2 | O=S(=O)(Nc1cccc2cccnc12)N1CCCCC1
-9 | COC(=O)c1cc(S(=O)(=O)NCC2CCN(Cc3cc(C)ccc3C)CC2)c[nH]1
-5 | COc1ccc(-c2nc3ccccc3s2)cc1NC(=O)c1cc(OC)c(OC)c(OC)c1
2 | O=S(=O)(Cc1ccccc1F)N1CCC(Cc2ccccc2)CC1
3 | CCOC(=O)c1[nH]c(C)c(CCC(=O)NCc2ccccc2)c1C
11 | Cc1[nH]n(-c2ccc(F)cc2)c(=O)c1C(c1ccc(O)cc1)c1c(C)[nH]n(-c2ccc(F)cc2)c1=O
1 | O=C(c1ccc2c(c1)CCN2S(=O)(=O)c1ccc(Cl)cc1)N1CCN(c2ccccc2F)CC1
-1 | O=C(CCN1C(=O)c2ccccc2C1=O)N1CCC(c2ccccc2)C1 (stereo not given)
3 | Cc1ccc(N2CC(C(=O)Nc3ccc(Br)cc3)CC2=O)cc1 (stereo not given)
-2 | COc1ccc(CCNS(=O)(=O)c2cc(-c3cc(C)no3)ccc2C)cc1OC
6 | Cc1cc(C)c2c(C(=O)NC(C)Cn3cccn3)cc(-c3cn[nH]c3)nc2c1 (stereo not given)
-2 | O=c1oc(-c2cc(Cl)ccc2NS(=O)(=O)c2ccc(-c3ccccc3)cc2)nc2ccc(Cl)cc12
4 | O=C(CN(Cc1ccc(Br)cc1)S(=O)(=O)c1ccccc1)NCCC1=CCCCC1
-3 | COc1ccc(Cn2c(CO)cnc2SCc2cccc(C)c2)cc1
-2 | CN1CCN(C)C(CC(=O)N2CCC(CCC(=O)Nc3ccccc3)CC2)C1 (stereo not given)
7 | COc1cccc(-c2n[nH]c3c2CN(Cc2cccc4cccnc24)CC3)c1
-7 | CCCc1cc(=O)n(C)c(CC(=O)c2ccc(Cl)cc2)n1

# (next part)
RBX1-CUL1 inh | SMILES
9 | Cc1ccc(C(C)C)c(OCC(=O)NNC(=O)CCCC(=O)NNC(=O)COc2cc(C)ccc2C(C)C)c1
-6 | CC(Nc1ccc(Br)cc1)C(=O)N/N=C/c1cccs1 (stereo not given)
13 | C=CCNC1CC(=O)N(c2ccc(OC)cc2)C1=O (stereo not given)
1 | CCOC(=O)C1CCCN(c2nc3c(S(=O)(=O)c4ccc(CC)cc4)nnn3c3ccc(Cl)cc23)C1 (stereo not given)
-5 | COc1ccc(OC2CCN(C(C)=O)CC2)c(C(=O)NCCn2cccn2)c1
-3 | COc1ccc(-n2nc3ccc(NC(=O)COc4ccc(C)c(C)c4)cc3n2)cc1
1 | CCOc1ccccc1CNC(=O)c1cnc2sc(N3CCOCC3)nn2c1=O
0 | CC(C)c1ccc(/C=C2/C(=O)N(C)C(=S)N2C)cc1
0 | CCN1CCN(C(=O)CCC2CCN(C(=O)CC3=CCCCC3)CC2)CC1
-6 | Cc1ccc(N=CC2C(=O)NC(=O)N(c3cccc(Cl)c3)C2=O)cc1Cl (stereo not given)
4 | O=C(CN1CCN(c2ccccc2)CC1)NC1Cc2cc(Cl)ccc2Sc2ccccc21 (stereo not given)
5 | CC1(C)Cc2c(sc3[nH]c(=S)n(Cc4ccco4)c(=O)c23)CO1
1 | O=C(Nc1cccnc1)c1ccc(C2CCCN2C(=O)c2ccc(=O)[nH]c2)s1 (stereo not given)
1 | Cc1cc(C(C)(C)C)n2nc(-c3ccccc3)cc2n1
-10 | COc1cc(-c2nc(Cn3nnc(C(=O)Nc4ccccc4)c3C)c(C)o2)cc(OC)c1OC
5 | Cc1cccc(C(=O)NC(NC(=S)N=C2C(=O)N(c3ccccc3)N(C)C2C)C(Cl)(Cl)Cl)c1 (stereo not given)
-2 | Cc1cc(CN2CC[C@@H](N3CCCCCC3)[C@H](O)C2)n[nH]1
2 | COc1ccc(N(Cc2cc3ccccc3[nH]c2=O)C(=O)c2cccc(Cl)c2)cc1
2 | Cc1cc(C)[n+](C23CC4CC(CC(C4)C2)C3)o1
11 | Cc1ccccc1C1CCCN(C(=O)CN2C(=O)NC3(CCNCC3)C2=O)C1 (stereo not given)

# Pulled one by one from above (3):
RBX1-CUL1 inh | SMILES
0 | CC(C)c1ccc(/C=C2/C(=O)N(C)C(=S)N2C)cc1
13 | C=CCNC1CC(=O)N(c2ccc(OC)cc2)C1=O (stereo not given)
-6 | Cc1ccc(N=CC2C(=O)NC(=O)N(c3cccc(Cl)c3)C2=O)cc1Cl (stereo not given)

# New compounds follow.
RBX1-CUL1 inh | SMILES
-9 | CCOC(=O)C1CCCN(C(=O)c2cc(NC(=O)c3ccccc3OC)c3c(c2)nc(CC)n3C)C1 (stereo not given)
1 | Cc1oc(-c2ccccc2NC(=O)CCOc2ccccc2)nc1CNC(=O)CCn1cccn1
0 | CCn1cc2nc(SCc3ccc(F)cc3)n(CCc3ccccc3)c(=O)c2n1
-1 | CCS(=O)(=O)n1nc(-c2ccccc2)nc1N
5 | CCOC(=O)c1c(-c2ccccc2)oc2ccc(N(C(C)=O)S(=O)(=O)c3ccccc3)cc12
8 | O=S(=O)(c1ccccc1)N1CCc2cc(Br)ccc21
0 | CCOC(=O)c1c(C)[nH]c(CCC(=O)NCCCN2CCN(c3cc(Cl)ccc3C)CC2)c1C
-7 | COc1ccc2oc(=O)cc(CN3CCN(c4ccc(F)cc4)CC3)c2c1
0 | CCN(CCCNC(=O)CSc1cc(=O)n(C)c2cc(Cl)ccc12)c1cccc(C)c1
5 | CCOc1ccc(/C=C(\C#N)c2nc(-c3cc4ccccc4oc3=O)cs2)c(OCC)c1
1 | Cn1c(-c2ccc(C#N)cc2)c[n+]2cccnc12
-7 | COc1cc(NC(=O)C2CCN(S(=O)(=O)c3ccc4c(c3)oc(=O)n4C)CC2)cc(OC)c1
-13 | C=CCN1C(=O)/C(=C/c2ccccc2)N(C)C1=S
6 | COc1ccc(CCCC(=O)NCC(=O)N/N=C/c2cc(Cl)ccc2OC)cc1
-1 | CCN=C1S/C(=C\c2cccn2-c2ccc(OC)cc2)C(=O)N1CC
3 | CCOc1ccc(C2N=C(C(=O)OC)C(C)NC2=S)cc1 (stereo not given)
6 | Cc1ccc(N=C2N=C(SCC(=O)O)N(c3ccc(C)cc3)C23CCCCC3)cc1
0 | CC1CCN(C(=O)Cn2cnc3ccccc3c2=O)CC1
1 | CN(C)C(C(=O)N1CCN(c2cnn(C)c(=O)c2)CC1)c1ccccc1F (stereo not given)
-2 | CCc1ccccc1NC(=O)CC1NCCNC1=O (stereo not given)

# (more compounds)
RBX1-CUL1 inh | SMILES
-3 | CCN(CC)c1ccc(C2CC(=O)C3C(=Nc4ccccc4N(C(=O)C(F)(F)F)C3c3ccco3)C2)cc1 (stereo not given)
1 | CN(C)C(=S)NC(=O)c1cccs1
1 | COc1ccc(S(=O)(=O)NCC(c2ccco2)N2CCN(c3ccccc3F)CC2)cc1C (stereo not given)
0 | COc1cccc(C(=O)Oc2cc(C)ccc2C)c1OC
-3 | COc1ccc2c(CNC3CCCCCC3)c(C(=O)O)n(Cc3cccc(F)c3)c2c1
